# NFkB transloc inh: blocks IL-1B driven NFkB nuclear translocation in HUVEC cells; HUVEC IL-1B NFkB p65 nuclear translocation imaging; inhibition, % at 2 µM; 94,000 compounds, 0.43% hits; AID 796;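 active = inhibition above about 30% together with a positive call from visual inspection of the well image, limit read from the data; inconclusive = inhibition above a set limit but visual check negative; inactive = inhibition not above a set limit, visual check negative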;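 note: nuclear over cytoplasmic p65 intensity ratio measured by imaging; 0% = IL-1B stimulated DMSO wells and 100% = unstimulated DMSO wells; values of inactives mirror those of a sister screen read the other way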
# IL1B NFkB pot: enhances IL-1B driven NFkB nuclear translocation. HUVEC IL-1B NFkB p65 nuclear translocation imaging. activation, % at 2 µM. 94,000 compounds, 0.3% hits. AID 819;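 active = activation above 40%, about the mean plus 3 SD, also judged a hit on visual image review; inconclusive = activation above 40% but not a hit on visual review; inactive = activation not above 40% and no visual hit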;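 note: percent activation is computed from the nuclear over cytoplasmic p65 intensity ratio; values of inactives mirror those of a sister screen read the other way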
# PLAP inhibitors HTS: PLAP enzyme inhibitors, biochemical, luminescence, HTS (AID 690) | purified PLAP, luminescent substrate; higher % means a stronger effect | inhibition, % at 20 µM; hits with a dose series show IC50 in µM | 96,000 compounds, 0.08% hits; in the data active = a potency from the dose series; inactive = the rest, 99 in 100 with inhibition below about 30%; note: strong numbers were not always called active
# MRP reversal: MRP-mediated drug resistance reversal. H69AR cells + 2 uM doxorubicin, CellTiter-Glo, 72 h. differential viability (reversal), % at 10 µM. 85,000 compounds, 0.04% hits;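 active = viability drop by adding the cancer drug above about 55%, with treated viability meeting a 40% cutoff, limit read from the data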;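 note: viability without doxorubicin minus viability with 2 µM doxorubicin for each compound; larger differential means the compound sensitizes cells more to doxorubicin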
# Bcl-B TR3 displacers: displacers of TR3 peptide from Bcl-B, primary screen, selectivity assay for Bfl-1 inhibitor project, biochemical, fluorescence polarization; FP displacement of FITC-TR3 peptide from Bcl-B; higher % means a stronger effect; one-dose displacement, % at 20 µM; IC50 in µM for titrated hits; 96,000 compounds, 0.11% hits; AID 748;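 active = displacement above 50% at 20 µM plus a fluorescence interference ratio under 1.5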;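 note: plate controls were wells without compound for no effect and wells lacking Bcl-B protein for full effect; a part of the inactive calls stands beside numbers as strong as those of hits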
# MRP reversal cytotoxicity: also measured in MRP reversal; calls as there; viability, %; H69AR cells, CellTiter-Glo, 72 h; measured here: cytotoxicity without doxorubicin
# MRP reversal with doxorubicin: recorded beside MRP reversal, whose call it bears; viability, %; measured here: viability with 2 uM doxorubicin; hits give low values
# NFkB transloc inh cell count 2 µM: second read-out of NFkB transloc inh, no call of its own (marks repeat the call); cell count; measured here: cells passing quality filter;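 raw number of nuclei counted in each imaged well without normalization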
# IL1B NFkB pot cell count 2 µM: second read-out of IL1B NFkB pot, no call of its own (marks repeat the call); cell count; measured here: cells passing quality filter
# * marks the source's active call; other numbers are inactive results; ? = inconclusive; . = no result given.
compound,NFkB transloc inh,NFkB transloc inh cell count 2 µM,IL1B NFkB pot,IL1B NFkB pot cell count 2 µM,PLAP inhibitors HTS,MRP reversal,MRP reversal cytotoxicity,MRP reversal with doxorubicin,Bcl-B TR3 displacers
C=CCn1c(O)c(C(C)=NCCCN2CCOCC2)c(=O)[nH]c1=O,1,142,-1,142,-20%,-15,84,99,-6%
CC1(C)C(C(=O)NCc2ccco2)C1(C)C,2,120,-2,120,-23%,-23,54,77,-14%
O=P(C(c1ccc2c(c1)OCO2)N1CCOCC1)(N1CCOCC1)N1CCOCC1 (centres undefined),-7,79,9,79,-5%,30,104,74,-2%
Clc1ccc2c(c1)C(c1ccccc1Cl)=NCc1nncn1-2,6,139,-6,139,.,5,95,90,.
CC(C)NC(=O)Cn1cc(C(=O)c2ccccc2F)c2ccccc21,14,159,-14,159,20%,10,100,90,-7%
CC(=NCCO)c1c(O)n(C)c(=O)n(C)c1=O,-29,154,29,154,14%,-1,94,95,-1%
O=C1CN=C(c2ccccc2)c2oc3ccc(Br)cc3c2N1,-23,123,23,123,16%,-5,83,87,-9%
CCCCCCN=C(C)c1c(O)n(Cc2ccccc2)c(=O)[nH]c1=O,0,151,0,151,20%,2,88,86,-44%
NC(=O)C1(N2CCCCC2)CCN(Cc2ccccc2)CC1,-1,138,1,138,-1%,-7,99,106,0%
O=C(c1ccccc1)c1cn(CC(=O)N2CCCC2)c2ccccc12,6,184,-6,184,-5%,-32,58,90,8%
Cc1ccc(N2C(=O)NC(=O)/C(=C/c3ccc(OC(=O)c4cccs4)cc3)C2=O)cc1,3,111,-3,111,0%,.,.,.,-3%
CCC(=NCCCN(CC)CC)c1c(O)n(C2CCCCC2)c(=O)[nH]c1=O,-31,127,31,127,-73%,5,88,83,8%
CCCCCCN=C(C)c1c(O)n(CCCC)c(=O)[nH]c1=O,7,108,-7,108,-4%,-17,74,91,0%
Cc1cc(C)n(CCOC(=O)C2C(C=C(Cl)Cl)C2(C)C)n1 (centres undefined),11,137,-11,137,-60%,-1,93,94,-2%
Cc1cccc(C)c1NC(=O)c1cccn(Cc2ccc3c(c2)OC(F)(F)O3)c1=O,3,127,-3,127,-52%,.,.,.,0%
Cc1ccc(CN2CCN(CC(=O)N3CCC4(CC3)OCCO4)C2=O)cc1,8,61,-8,61,-8%,2,90,88,-3%
CC12CC(c3ccccc3O1)C(C(=O)OCc1ccccc1)C(=O)N2 (centres undefined),-20,112,20,112,.,-8,82,89,.
O=C(Nc1cccc(Cl)c1)c1c(O)c2c(n(Cc3ccco3)c1=O)CCCC2,.,.,.,.,-32%,-5,95,100,0%
CC1(C)Cc2c(sc3c2C(=O)NC(c2cccnc2)N3)CO1 (centres undefined),.,.,.,.,-32%,13,97,84,-15%
COc1ccc(OCC(=O)N2CCN(CC3CC4C=CC3C4)CC2)cc1 (centres undefined),-6,128,6,128,-38%,13,94,81,-1%
O=c1[nH]c(=O)n(C2CCCCCC2)c(O)c1C=NC1CCN(Cc2ccccc2)CC1,2,169,-2,169,-46%,23,35,12,-10%
CCC(=Nc1cc(OC)ccc1OC)c1c(O)[nH]c(=O)[nH]c1=O,-3,185,3,185,-2%,1,87,86,13%
CCN(CC)CCOC(=O)c1cc2cc(COC)ccc2o1,-5,191,5,191,13%,.,.,.,0%
CCOC(=O)c1ccc(N2C(=O)CC(N3CCC(C#N)(c4ccccc4)CC3)C2=O)cc1 (centres undefined),-9,166,9,166,-11%,-1,101,102,2%
COc1cc(/C=N/n2cnnc2)ccc1OC(=O)N(C)C,-9,87,9,87,3%,4,90,86,-4%
Cc1ccc(Cl)cc1-n1c(O)c(C=NCCCN2CCOCC2)c(=O)[nH]c1=O,-46,156,?,.,-23%,4,87,83,-14%
Nc1ccc(S(=O)(=O)N2CC3CC(C2)c2cccc(=O)n2C3)cc1 (centres undefined),-13,106,13,106,12%,5,97,91,-24%
O=c1[nH]c2ccccc2c(=O)n1-c1cccc(Cl)c1,-27,181,27,181,10%,.,.,.,-35%
O=c1[nH]c(=O)n(Cc2ccc(F)cc2)c(O)c1C=NCC1CCCO1 (centres undefined),-14,153,14,153,3%,12,101,88,3%
CCCCCn1c(=O)c(C(=O)NCc2ccccn2)c(O)c2ccccc21,-33,136,33,136,-54%,-11,20,32,3%
O=C(Cc1ccccc1)N1CCN(CC2CC3C=CC2C3)CC1 (centres undefined),10,172,-10,172,.,4,89,84,.
CN1/C(=C\C=C\C2=[N+](C)c3ccc4ccccc4c3C2(C)C)C(C)(C)c2ccccc21,10,170,-11,170,41%,0,0,0,-71%
CCCCCCC(N)CC(=O)O (centres undefined),-7,112,7,112,26%,-9,93,102,-16%
CCC12CN3CC(CC)(CN(C1)C3c1cccnc1)C2=O (centres undefined),-11,71,11,71,-4%,10,108,98,-2%
C=C(C)CSc1nnc([C@@H](N)Cc2c[nH]c3ccccc23)o1,-14,94,14,94,-7%,9,87,78,3%
Cc1cccc(-n2c(-c3ccco3)nc3ccccc3c2=O)n1,0,157,0,157,-7%,13,101,89,-9%
CN1CCC(N(C)c2nc(-c3ccc([N+](=O)[O-])cc3)nc3ccccc23)CC1,9,133,-9,133,-38%,.,.,.,5%
CC(C)C12CN3CCN(CC(C3)/C1=N\O)C2,-4,128,4,128,6%,17,105,88,3%
Oc1ccc(/C=N/NP(=S)(c2ccccc2)c2ccccc2)cc1,-6,157,6,157,-22%,.,.,.,3%
C#CCOCOCC#CCN(CC)CC,-10,147,10,147,-7%,-8,83,91,6%
CCC(=Nc1ccc2c(c1)CCC2)c1c(O)n(C2CCCCC2)c(=O)[nH]c1=O,-4,131,5,131,22%,3,77,74,-10%
CCOc1ccccc1C1SCC(=O)Nc2c1c(=O)[nH]n2C(CC)CC (centres undefined),.,.,.,.,-5%,19,105,85,8%
CCC(=NCCCn1ccnc1)c1c(O)n(Cc2ccccc2)c(=O)[nH]c1=O,10,150,-10,150,-106%,-6,81,87,-7%
Cc1ccc2c(c1)N(CCC(=O)N1CCC3(CC1)OCCO3)C(=O)CO2,-24,141,24,141,-18%,0,91,92,-7%
Cc1oc(-c2ccccc2F)nc1CS(=O)CC(=O)N1CCC2(CC1)OCCO2 (centres undefined),-1,130,1,130,-20%,1,86,85,-3%
COc1ccc2c(c1)CC1(CN2C)C(=O)NC(=O)N(CCc2ccccc2)C1=O (centres undefined),3,76,-3,76,-48%,15,89,73,14%
CCC(C)N1Cc2ccccc2C1=N (centres undefined),6,143,-6,143,14%,.,.,.,7%
O=C(C1CCN(S(=O)(=O)c2ccccc2)CC1)N1CCC2(CC1)OCCO2,-7,66,7,66,-39%,8,92,84,-6%
CCOC(=O)CNC(=O)CSP(=S)(OCC)OCC,5,186,-5,186,20%,.,.,.,-4%
CCCCc1ccc2[nH]cc(CCN)c2c1,-5,189,5,189,-2%,-3,14,17,3%

# (further entries)
compound,NFkB transloc inh,NFkB transloc inh cell count 2 µM,IL1B NFkB pot,IL1B NFkB pot cell count 2 µM,PLAP inhibitors HTS,MRP reversal,MRP reversal cytotoxicity,MRP reversal with doxorubicin,Bcl-B TR3 displacers
O=C(c1ccccc1F)c1cn(CC(=O)N2CCCC2)c2ccccc12,3,138,-3,138,-10%,-16,64,80,5%
CCCCn1c(=O)c(C(=O)Nc2ccccc2S(N)(=O)=O)c(O)c2ccccc21,.,.,.,.,0%,-8,23,31,-8%
CCOCCCNC(=O)CN1C2CCC1CC(O)(c1ccc(OC)cc1)C2 (centres undefined),-6,73,6,73,6%,-3,94,97,-8%
O=CC(Cl)P(=O)(N1CCCCC1)N1CCCCC1 (centres undefined),10,156,-10,156,-8%,-6,92,98,-13%
COc1ccccc1-n1c(-c2ccoc2)nc2ccccc2c1=O,-1,188,1,188,-6%,.,.,.,3%
CSc1ncc(/C=C2/C(=O)NC(=O)N(C)C2=O)cn1,-9,170,9,170,13%,.,.,.,0%
Cn1c(O)c(C(=N)COc2ccccc2)c(=O)n(C)c1=O,-3,126,3,126,-5%,.,.,.,0%
CCN1c2nc3c(C)cccn3c(=O)c2CC2(C(=O)N(C)C(=O)N(C)C2=O)C1C (centres undefined),-16,160,16,160,-3%,16,99,83,0%
OC(COCc1ccc(Cl)cc1)CN1CC=C(c2ccccc2)CC1 (centres undefined),.,.,.,.,-52%,4,103,98,0%
C=CCN(c1ccc(C(=O)N(CC)CC)cc1)S(C)(=O)=O,3,165,-3,165,.,-4,92,96,.

# Single records (already shown). Screens in order: NFkB transloc inh | NFkB transloc inh cell count 2 µM | IL1B NFkB pot | IL1B NFkB pot cell count 2 µM | PLAP inhibitors HTS | MRP reversal | MRP reversal cytotoxicity | MRP reversal with doxorubicin | Bcl-B TR3 displacers
# Results for Nc1ccc(S(=O)(=O)N2CC3CC(C2)c2cccc(=O)n2C3)cc1 (centres undefined) → -13 | 106 | 13 | 106 | 12% | 5 | 97 | 91 | -24%
# Results for O=C(Nc1cccc(Cl)c1)c1c(O)c2c(n(Cc3ccco3)c1=O)CCCC2 → . | . | . | . | -32% | -5 | 95 | 100 | 0%
# Results for CN1CCC(N(C)c2nc(-c3ccc([N+](=O)[O-])cc3)nc3ccccc23)CC1 → 9 | 133 | -9 | 133 | -38% | . | . | . | 5%

# Next section:
compound,NFkB transloc inh,NFkB transloc inh cell count 2 µM,IL1B NFkB pot,IL1B NFkB pot cell count 2 µM,PLAP inhibitors HTS,MRP reversal,MRP reversal cytotoxicity,MRP reversal with doxorubicin,Bcl-B TR3 displacers
CC(=O)Nc1ccc(OC(=O)c2ccccc2N)cc1,2,120,-2,120,-8%,8,95,87,-4%
CCN1CCC2(CC1)NC(CO)(CO)CO2,-10,178,9,178,-10%,9,92,83,7%
Cc1c(C(=O)N2CCC3(CC2)OCCO3)oc2ccc(S(=O)(=O)N3CCOCC3)cc12,7,165,-7,165,-38%,14,99,85,17%
COCCOC(=O)C1=C(N)Oc2c(c(=O)oc3ccccc23)[C@@]12C(=O)Nc1ccccc12,.,.,.,.,-6%,2,97,96,-4%
C=Cn1ccnc1P(=S)(c1ccn(C)c1)c1nccn1C=C,4,85,-4,85,-29%,21,96,75,-3%
CCOc1c(P(=S)(N(C)C)N(C)C)c(C)nn1-c1ccccc1,-7,123,7,123,-31%,-17,67,83,0%
CCn1c(C(=O)N2CCC(C(=O)N3CCC4(CC3)OCCO4)CC2)cc2sccc21,-16,192,16,192,-53%,.,.,.,-16%
O=C(c1cnn2c(C(F)(F)F)cc(-c3ccccc3)nc12)N1CCC2(CC1)OCCO2,-20,60,20,60,-13%,-3,65,68,-3%
CCOC(=O)N(C)c1ccc(C(O)(C(=O)OCC)C(F)(F)F)cc1 (centres undefined),1,167,-1,167,-13%,-1,94,95,-4%
O=[N+]([O-])c1ccc(N2CCNCC2)cc1NCC1CCCO1 (centres undefined),-10,144,10,144,14%,.,.,.,3%
CC(=O)OC1(c2ccc(C)cc2)CN2CCC1c1ccccc12 (centres undefined),25,58,-25,58,-68%,19,87,67,-3%
COC(=O)c1c(C)n(Cc2ccco2)c2ccc(O)cc12,-12,168,12,168,2%,25,100,75,1%
COc1ccc(N=C(C)c2c(O)n(C3CCCCC3)c(=O)[nH]c2=O)c(OC)c1,0,88,0,88,-14%,6,67,61,-12%
CCCC(=O)NC(Oc1ccc(Cl)cc1Cl)C(Cl)(Cl)Cl (centres undefined),-6,114,6,114,6%,.,.,.,-5%
Cc1cc(N2C(=O)CC(N3CCC(n4c(=O)[nH]c5ccccc54)CC3)C2=O)no1 (centres undefined),-25,143,25,143,-29%,-5,83,88,-1%
CCCCn1c(N)c(C(=O)OCC2CCCO2)c2nc3ccccc3nc21 (centres undefined),-15,100,15,100,-82%,-15,50,65,-22%
CCN(CC)CCCN=C(C)c1c(O)n(C2CCCCC2)c(=O)[nH]c1=O,-10,137,10,137,2%,1,87,86,-6%
CCCNc1oc(-c2cccc3ccccc23)nc1C#N,.,.,.,.,2%,14,93,79,-4%
O=C(O)Cn1cc(C(=O)c2ccccc2)c2ccccc21,-5,96,5,96,-16%,3,94,92,-8%

# Some of the compounds tested; the hit share may differ from the screen's.
